# UHRF1 MBD2 ctr: blocks human UHRF1 binding to methylated DNA; 370,000 compounds, 0.75% hits; UHRF1 binding to methylated oligo, TR-FRET; inhibition, % at 4.4 µM; in the data active = inhibition above about 21%;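 also: UHRF1 SRA domain binding a hemimethylated CpG hairpin DNA probe; 0% = median of test compound wells and 100% = reference inhibitor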
# PRMT1 inh: inhibitors of human PRMT1; AID 652257; 370,000 compounds, 1.3% hits; inhibition, % at 2.79 µM; recombinant PRMT1, activity-based probe fluorescence polarization;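 active = inhibition above about 21% made by adding two undisclosed values, limit read from the data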
# TCR-CD3 inh: human TCR-CD3 binding inhibition; TAMRA-labeled TCR probe fluorescence, biochemical; inhibition, % at 9.4 µM; 360,000 compounds, 0.37% hits; in the data active = inhibition above about 19%;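 also: recombinant mutant TCR 2C K166C tagged with TAMRA read by polarization; 0% = receptor in buffer alone and 100% = receptor with positive control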
# HTRA1 inhibitor: inhibitors of human serine peptidase HTRA1; Q92743; recombinant HTRA1, FP-rhodamine activity-based probe, fluorescence polarization; inhibition, % at 5.96 µM; 340,000 compounds, 0.5% hits; AID 504803; in the data active = inhibition above about 36%;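 also: 0% = enzyme with DMSO and 100% = wells lacking enzyme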
# MBD2 inh: inhibitors of human MBD2 binding to methylated oligonucleotide; Q9UBB5; TR-FRET; inhibition, % at 4.4 µM; 370,000 compounds, 0.31% hits; in the data active = inhibition above about 13%
# mABHD4 FP: inhibits mouse alpha/beta hydrolase domain 4; Q8VD66; purified mABHD4, FP-Rh probe fluorescence polarization; inhibition, % at 8.92 µM; 370,000 compounds, 0.54% hits; AID 720543;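 active = inhibition exceeding the mean over every tested compound plus 3 SD, cut at about 30% in these data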;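 also: 0% = plate median of compound wells and 100% = S159A mutant with DMSO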
#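 Material: mouse ABHD4 enzyme, wild type; Benchmarks: S159A mutant high control, sample median low control; Buffer or medium: HEPES pH 7.0, NaCl, Pluronic buffer; Signal: fluorescence polarization; Read-out: percent inhibition of probe binding, normalized to plate controls; Timing: pre-incubation 45 min, probe exposure 60 min, at 25 °C; Dosing: 8.92 µM, single dose.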
# rCAG binder: r(CAG) repeat RNA binding | TO-PRO-1 dye displacement fluorescence | inhibition, % at 3 µM | 370,000 compounds, 1.3% hits;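 active = inhibition above the plate cutoff, the mean of all test compounds on that plate plus 3 SD, cut at about 35% in these data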;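 also: 0% = DMSO alone and 100% = 100 µM mitoxantrone as full dye displacement; higher means more dye released from RNA so lower well fluorescence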
# NPR2 activator: GC-B (human) receptor activation | P20594 | HEK293-GC-B cells, CNP EC30, cGMP TR-FRET; 0% at EC30 CNP, 100% saturating CNP | activation, % at 10 µM | 370,000 compounds, 0.11% hits | AID 1920062;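 active = activation at 10 µM reaching about 35% in either raw or pattern-adjusted values, limit read from the data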
# Target sequence (P20594 whole entry, looked up): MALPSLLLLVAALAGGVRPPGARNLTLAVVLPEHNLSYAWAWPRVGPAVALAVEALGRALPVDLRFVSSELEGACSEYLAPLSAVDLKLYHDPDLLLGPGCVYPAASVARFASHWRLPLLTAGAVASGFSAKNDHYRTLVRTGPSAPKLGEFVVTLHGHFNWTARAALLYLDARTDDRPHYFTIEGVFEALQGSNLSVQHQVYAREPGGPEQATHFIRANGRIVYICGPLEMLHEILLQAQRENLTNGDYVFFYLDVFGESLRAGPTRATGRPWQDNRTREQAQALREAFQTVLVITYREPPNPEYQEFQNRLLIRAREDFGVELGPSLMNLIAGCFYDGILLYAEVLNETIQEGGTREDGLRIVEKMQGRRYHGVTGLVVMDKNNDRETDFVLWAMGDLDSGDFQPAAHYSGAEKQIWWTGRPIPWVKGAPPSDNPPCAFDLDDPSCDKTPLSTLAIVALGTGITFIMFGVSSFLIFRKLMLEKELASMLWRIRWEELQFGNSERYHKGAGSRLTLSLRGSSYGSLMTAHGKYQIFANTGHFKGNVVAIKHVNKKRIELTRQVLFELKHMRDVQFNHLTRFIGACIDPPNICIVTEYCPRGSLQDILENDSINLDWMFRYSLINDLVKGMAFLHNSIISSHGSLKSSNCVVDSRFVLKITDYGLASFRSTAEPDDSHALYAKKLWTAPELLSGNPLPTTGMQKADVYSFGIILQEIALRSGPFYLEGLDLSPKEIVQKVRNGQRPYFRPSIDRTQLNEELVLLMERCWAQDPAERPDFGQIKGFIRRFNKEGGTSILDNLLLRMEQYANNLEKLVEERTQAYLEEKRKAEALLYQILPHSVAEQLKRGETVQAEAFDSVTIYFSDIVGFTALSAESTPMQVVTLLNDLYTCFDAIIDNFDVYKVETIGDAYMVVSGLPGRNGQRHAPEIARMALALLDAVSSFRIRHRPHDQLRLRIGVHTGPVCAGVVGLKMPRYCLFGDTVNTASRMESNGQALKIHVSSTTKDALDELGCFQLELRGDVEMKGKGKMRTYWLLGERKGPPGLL
# SIAE primary: blocks human sialic acid acetylesterase | Q9HAT2 | SIAE FP-Rh probe binding, fluorescence polarization | inhibition, % at 9.66 µM | 370,000 compounds, 0.69% hits;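 active = inhibition above a cutoff: mean of compounds within the control limits plus 3 SD of those, cut at about 17% in these data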;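 also: 0% = plate median of compound wells and 100% = probe without SIAE protein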
# GC-A act: GC-A (human) enzyme activation | activation, % at 10 µM | P16066 | 370,000 compounds, 0.14% hits | HEK293 GC-A cells, cGMP TR-FRET, EC30 ANP; 0% at EC30 ANP, 100% saturating ANP | AID 1671463; in the data active = activation above about 40%
# * hit, by the source's call; / = not tested or not shown. An excerpt, so the mix of outcomes need not match the whole.
# Results follow in this order: UHRF1 MBD2 ctr	PRMT1 inh	TCR-CD3 inh	HTRA1 inhibitor	MBD2 inh	mABHD4 FP	rCAG binder	NPR2 activator	SIAE primary	GC-A act
O=C(CC1CCCCC1)NCCS(=O)(=O)N1CCN(c2ccccc2)CC1
  -1.1	-1.6	0.1	1.0	-1.9	3.9	-6.4	-1.7	0.6	-0.5
COc1ccc(CN(CC(=O)NCC2CCCO2)C(=O)CCC(=O)Nc2nccs2)cc1 (stereo not given)
  -0.5	-1.6	-5.9	1.1	-1.9	-3.1	-4.0	1.1	16.6	3.9
CC1=CC(C)(C)N2C(=O)C3(N=C(N)NC(Nc4ccccc4)=N3)c3cc(C)cc1c32 (stereo not given)
  0.1	-2.4	4.5	-15.8	-5.2	15.1	13.5	-1.3	0.9	1.6
NS(=O)(=O)c1ccc(NC(=O)N2c3ccccc3Sc3ccccc32)cc1
  -0.5	2.4	-0.8	3.2	4.1	5.1	6.2	-3.4	-3.3	-10.9
CC(C)(C)c1cc(CCC(=O)NCc2ccccn2)cc(C(C)(C)C)c1O
  2.0	2.3	-4.9	-3.8	-1.8	10.9	-4.2	-3.0	2.2	-2.0
NC(=O)CSc1nc(-c2ccccc2)c(-c2ccccc2)o1
  1.5	-0.9	0.1	-0.5	-2.0	-11.2	-0.5	1.7	-1.8	-18.7
Cc1ccc(Cl)cc1NC(=O)COC(=O)c1ccc(N2CCCC2)c([N+](=O)[O-])c1
  -1.8	-4.1	-1.6	/	-3.3	-0.9	-0.1	1.3	-8.1	-0.6
CC(C)C(=O)N1CCN(c2ccc(NC(=O)c3cccs3)cc2)CC1
  0.4	-2.2	0.3	6.4	0.1	-4.3	-3.7	1.0	3.1	-4.4
CC(=O)Nc1cc2c(cc1NC(=O)Cn1nnc(-c3ccc(C)o3)n1)OCCO2
  -1.4	0.8	2.4	1.9	-3.8	1.9	-0.7	0.3	3.4	-2.2
CCOC(=O)CSc1nc2ccc(C)cc2cc1C#N
  -0.1	0.1	0.5	-8.2	-0.3	-0.9	-3.6	-2.7	10.2	0.3
Cn1c(CSc2ncccn2)nnc1SCC(=O)N1CCCCCC1
  1.6	2.9	2.0	0.5	0.3	2.1	-8.4	0.1	-7.8	-1.4
C[C@H]1COc2cccc(N3CCCC3)c2S(=O)(=O)N1
  3.5	-0.7	-2.8	/	-8.8	0.6	0.7	1.8	4.8	-0.6
O=C(NCCc1ccc(Cl)cc1)C1CCCO1 (stereo not given)
  -1.8	2.9	2.1	-3.3	-4.5	2.3	-2.1	1.6	-3.1	1.2
COC(=O)[C@]1(Cc2ccccc2)N[C@H](c2ccc(-c3ccc(OC)cc3)cc2)[C@@H]2C(=O)N(C)C(=O)[C@@H]21
  -1.2	-0.2	5.8	2.2	-1.2	3.5	2.0	-1.8	-5.2	-1.8
Cn1c(N)c(C(=O)c2ccc(F)cc2F)c(=O)n(C)c1=O
  0.6	-3.2	10.1	-0.4	0.9	-1.2	0.8	3.2	7.4	4.9
O=C1CN(C(=O)N[C@@H](Cc2ccccc2)C(=O)N[C@@H](Cc2ccccc2)C(=O)O)c2ccccc2N1
  0.2	-1.4	0.8	2.1	-1.4	-3.2	1.9	-12.1	-1.2	1.6
O=C(COC(=O)c1cc(C(F)(F)F)cc(C(F)(F)F)c1)NCc1ccc(Cl)cc1
  -0.9	-1.2	4.2	-3.2	-1.1	3.6	-1.0	-3.7	2.5	-0.1
O=C(c1cc2nc(C3CC3)cc(C(F)(F)F)n2n1)N1CCCC1
  -2.8	-1.7	3.7	-7.1	0.3	5.4	-7.9	1.2	1.0	-4.5
O=C(/C=C/Nc1ccccc1OC(F)(F)F)C(F)(F)F
  0.2	-0.8	3.2	9.8	1.7	0.2	-0.8	2.2	-8.5	1.8
COC(=O)Nc1ncc(CN2CCc3ccccc3C2)s1
  4.5	2.4	-5.0	-3.0	-2.2	2.9	-3.1	-2.1	78.4*	-7.2
CN(C)CCNC(=S)Nc1ccc(-c2nc3ccccc3[nH]2)cc1
  0.6	-2.5	-1.4	-2.6	2.5	-2.0	1.9	0.0	8.2	-0.8
COc1cc(OC)cc(C(=O)n2nc(C)cc2C)c1
  2.1	0.4	2.8	4.5	-1.8	1.3	-0.4	-1.7	3.4	-1.4
O=C(Nc1ccc(NC(=S)NC(=O)c2cccs2)cc1)c1ccccc1
  -0.6	-0.8	-6.1	-6.6	-6.4	-5.1	7.7	-3.6	-1.4	1.1
O=C(O)CCC(=O)Nc1nc2ccccc2s1
  1.8	0.9	4.9	7.4	0.9	3.3	3.6	2.2	-2.9	0.8
COc1ccc(CCNC(=O)COc2cccc(-n3cnnn3)c2)cc1
  0.5	-1.1	3.9	-29.1	-1.5	0.1	-0.5	-2.9	0.1	1.6
CCOC(=O)[C@]12CCCC3=C1N(CCC3)C(=O)[C@@H](CC(=O)NCc1cccs1)C2
  -1.1	1.5	/	/	-0.2	-5.1	-1.4	10.0	-0.9	-1.6
Cc1cc(C(=O)Nc2sc3c(c2C#N)CCC(C)C3)cs1 (stereo not given)
  2.8	4.2	1.2	-5.8	-2.8	0.7	1.6	-2.5	0.6	-1.3
Clc1ccccc1CSc1nnc(/C=C/c2ccccc2)o1
  1.4	2.6	-5.9	-31.2	-6.8	-2.5	1.8	-4.6	-3.5	-1.5
CC(=O)c1cccc(N(CC(=O)NC2CCCCC2)C(=O)Cn2nnc(-c3ccccc3)n2)c1
  0.1	0.1	-8.5	-1.4	-0.8	5.2	-1.1	3.8	-0.7	1.1
O=C(N/N=C/c1ccccc1)c1sccc1OCc1ccc(F)cc1
  -0.9	1.4	7.5	-27.3	1.1	-14.8	0.7	-18.1	-10.7	-10.8
C/C(=N\NC(=O)c1nc2ccccn2c1C)c1cc2ccccc2o1
  -5.5	-5.2	11.6	-6.1	-3.3	4.1	1.6	-0.2	1.2	0.4
COc1cccc(NC(=O)CN(C)C(=O)COc2ccc3ccccc3c2)c1
  -0.4	1.1	8.6	-14.3	3.6	-15.7	3.0	1.9	3.0	-1.1
COc1ccc(/C=N/n2c(-c3ccco3)nc3ccccc3c2=O)cc1
  -3.1	-0.4	3.2	-5.3	-3.0	-0.6	1.9	2.8	-8.5	2.4
Cc1ccc(C(=O)NCC(=O)OCC(=O)Nc2cc(S(=O)(=O)N3CCOCC3)ccc2C)cc1
  4.5	4.9	-7.7	2.8	0.4	-0.2	-0.4	-3.4	2.4	-2.5
O=c1ccc(-c2ccc(S(=O)(=O)Nc3cccc(Br)c3)o2)n[nH]1
  0.7	6.8	0.3	-3.0	7.0	3.6	13.9	0.8	4.8	2.2
COC(=O)c1[nH]c2cc(OC)ccc2c1NC(=O)CN1CCN(c2cccc(C)c2)C(C)C1 (stereo not given)
  2.5	0.6	-4.9	-10.9	2.3	6.2	8.8	-0.6	1.3	1.0
COc1ccc(CN2CCC3CC2c2cc(-c4cccc(C)c4)ccc23)cc1 (stereo not given)
  2.5	2.1	-4.8	-3.8	-2.6	13.1	4.4	6.6	0.9	-1.1
Cc1ccc(S(=O)(=O)N(C)C)cc1NC(=O)CN1C(=O)NC2(CCCCCC2)C1=O
  -0.1	3.3	-0.4	0.0	1.2	-3.8	4.5	3.0	8.7	0.9
CC(=O)Nc1ccc(S(=O)(=O)NNC(=O)c2cccc(Br)c2)cc1
  2.4	0.8	3.2	2.0	0.9	-7.9	-1.1	1.8	-1.6	1.4
COCc1[nH]nc2c1C1(C(=O)N(C)c3ccccc31)C(C#N)=C(N)O2 (stereo not given)
  -1.6	0.6	10.0	5.6	0.2	-5.0	-2.8	-5.5	2.1	0.2
Cc1nn(-c2ccccc2)c(NC(=O)c2cccs2)c(-c2ccc(Cl)cc2)c1=O
  -0.8	-3.1	-7.3	2.1	0.5	4.4	8.6	1.8	-0.6	0.7
Cc1ccc2[nH]c(C(=O)Nc3ccc(F)cc3)cc2c1
  0.2	-3.3	0.5	-0.8	2.6	1.2	4.2	-4.4	-3.3	5.9
Cc1ccc(C)c(NC(=O)c2ccc3c(=O)n4c(nc3c2)CCC4)c1
  -1.5	-2.9	-0.5	2.1	3.7	-3.0	0.9	3.0	-4.2	0.0
Cc1[nH][nH]c(=O)c1C(c1c(C)[nH][nH]c1=O)c1cn(Cc2ccc(Cl)c(Cl)c2)c2ccccc12
  17.6	5.9	-3.0	0.3	-0.9	11.6	20.0	-9.0	8.1	-17.4
COc1cccc(C(=O)NC(C)c2cccc3ccccc23)c1OC (stereo not given)
  -2.9	-5.0	5.9	-1.0	1.2	-7.6	-1.3	-3.3	1.7	-5.6
Cc1ccc(CNS(=O)(=O)c2cc3c4c(c2)CCN4C(=O)CC3)cc1
  -2.2	-3.9	-6.6	5.1	-7.2	-2.2	3.0	1.2	8.0	4.0
COc1cccc(/C=N/n2c(-c3n[nH]c4c3CCC4)n[nH]c2=S)c1O
  0.7	2.9	6.8	6.7	-5.6	1.7	-0.6	-4.0	2.2	-1.7
O=C(c1ccc2c(c1)N(Cc1ccccc1)C(=O)c1ccccc1S2)N1CCCC1
  1.5	4.6	-9.8	-12.3	7.1	15.7	-7.5	8.3	9.3	3.9
COc1ccc(CNC(=O)C[C@H]2C[C@H](C(=O)N3CCOCC3)[C@@]3(C)c4[nH]c5cc(CCC(=O)N(C)C)ccc5c4CCN3C2=O)cc1OC
  3.0	1.8	-6.9	1.4	1.3	-4.0	2.5	2.9	0.9	1.4
COc1ccc2c(c1)[nH]c1c(N3CCN(Cc4ccc5c(c4)OCO5)CC3)ncnc12
  1.8	0.9	1.4	-10.1	-4.8	5.1	-0.8	5.3	0.1	8.4
CC1(C(=O)NC2CCN(Cc3ccccc3)CC2)CCN1CCc1ccccc1 (stereo not given)
  0.4	-9.0	4.6	/	-3.2	3.0	-1.8	-3.6	2.3	-9.4
O=C(O)C1CCCN(C(=O)NCc2ccccc2)C1 (stereo not given)
  0.8	2.2	-3.9	5.7	3.4	3.2	-2.0	2.9	-0.1	1.5
Cn1c(=O)[nH]c(=O)c2c1nc(N/N=C/c1ccncc1)n2Cc1ccc(F)cc1
  2.9	2.7	2.3	/	3.2	7.0	5.3	-3.5	2.4	4.2
COc1ccc2[nH]c3c(c2c1)CCN1C(=O)C(CC(=O)NCCN2CCOCC2)C[C@H](C(=O)N2CCCCC2)[C@@]31CCc1ccccc1 (stereo not given in full)
  1.6	1.0	-5.0	10.7	-0.3	4.5	4.0	-5.1	1.8	-1.6
O=c1cc(N2CCN(c3cccc(Cl)c3)CC2)[nH]c(=O)n1C1CCCCC1
  -1.9	-5.9	-2.8	2.5	-1.9	-0.8	1.2	2.3	2.1	-1.5

# Of the compounds above, these have a CF3 group:
# Results follow in this order: UHRF1 MBD2 ctr	PRMT1 inh	TCR-CD3 inh	HTRA1 inhibitor	MBD2 inh	mABHD4 FP	rCAG binder	NPR2 activator	SIAE primary	GC-A act
O=C(COC(=O)c1cc(C(F)(F)F)cc(C(F)(F)F)c1)NCc1ccc(Cl)cc1
  -0.9	-1.2	4.2	-3.2	-1.1	3.6	-1.0	-3.7	2.5	-0.1
O=C(c1cc2nc(C3CC3)cc(C(F)(F)F)n2n1)N1CCCC1
  -2.8	-1.7	3.7	-7.1	0.3	5.4	-7.9	1.2	1.0	-4.5
O=C(/C=C/Nc1ccccc1OC(F)(F)F)C(F)(F)F
  0.2	-0.8	3.2	9.8	1.7	0.2	-0.8	2.2	-8.5	1.8
